Bioassay records from PubChem BioAssay.
H9c2 TAG inh – inhibitors of triacylglycerol accumulation, primary screen, cell-based, uHTS, fluorescence, H9c2. H9c2 cells, Nile Red lipid (TAG) fluorescence; cells loaded with 200 µM oleic acid. inhibition, % at 12.5 µM. actives 0.66% (n = 230,000);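 active = pattern-corrected inhibition of lipid staining of at least 50% with the nuclear-stain viability signal not falling by more than 50%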;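 also: 0% = DMSO wells and 100% = triacsin C control wells; some results filed as inactive read as strong as hits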
H9c2 TAG inh DAPI viability – recorded beside H9c2 TAG inh, whose call it bears; DAPI nuclei signal change (viability), lower = more cytotoxic, %;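 whole-well DAPI fluorescence read on a plate reader as a viability signal; minus 50 percent equals half of cells still viable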
Starred values were filed as active, the others as inactive; & = joins results of further samples.

SMILES	H9c2 TAG inh	H9c2 TAG inh DAPI viability
CC(C)(O)C(=O)NNC(=S)Nc1ccc(F)c(Cl)c1	6	-13
O=C(NNC(=O)c1cnccc1C(F)(F)F)c1ccc(Cl)cc1	9	-7
CCOC(=O)Nc1ccc2c(c1)nc(CN1CCOCC1)n2C	11	-15
CN(CC(=O)Nc1ccc(F)cc1)C(=O)COC(=O)/C=C/c1cccs1	6	0
Cc1ccc(CN2C(=O)CCC2C(=O)NCCCN2CCC(C)CC2)cc1 (stereo not drawn)	-2	-2
COc1ccc(N=C(N(C)C)P(=O)(N(C)C)N(C)C)cc1	-1&-2	2&-7
O=C(NN1CCOCC1)c1cccc(Cl)c1	-5	-1
O=c1[nH]c2ccccc2n1CCCSc1cnc2ccccc2n1	-11	3
CC1(C)CC(=O)C2=C(C1)N(CCN1CCOCC1)C1=C(C(=O)CC(C)(C)C1)C2c1cccc(Cl)c1	9	11
COCCCNC(=S)NNC(=S)Nc1ccccc1	-12	6
Clc1ccc(CNc2ccccc2NCc2ccc(Cl)nc2)cn1	-6	6
COc1ccc(NC(C)=O)cc1S(=O)(=O)N1CCN(C(=O)c2ccccc2F)CC1	1	0
NC(=O)CC(NC(=O)Cc1ccc(Cl)cc1)c1ccc(NC2CCCCCCC2)c([N+](=O)[O-])c1 (stereo not drawn)	-2	-6
O=C(NCCCn1ccnc1)c1cc2ccccc2o1	-4	12
COCCn1c(NC(=S)NC(=O)C2CC2)cc(=O)[nH]c1=O	-7	1
O=C(COC(=O)CNC(=O)c1ccc(Cl)cc1)Nc1cccc(S(=O)(=O)N2CCCC2)c1	3	3
CC(=O)c1sc(NC(=O)c2ccc(C)c(C)c2)nc1C	2	2
C[C@@H]1CN([C@@H](C)CO)C(=O)CCCn2nncc2CO[C@@H]1CN(C)C(=O)Nc1ccccc1F	5	-6
O=C(COc1ccc(S(=O)(=O)N2CCOCC2)cc1)N1CCc2ccccc2C1	16	-4
CC(=O)N(/N=C/c1ccc([N+](=O)[O-])o1)c1nc2ccccc2c(=O)n1-c1ccccc1	70	-76
COc1ccc(NC(=O)c2cc(-c3cc(Cl)ccc3C)n[nH]2)cc1OC	-23	1
C/C(CC(=O)Nc1ccc2c(c1)OCO2)=N\NC(=O)c1ccc(N)cc1	14	-4
COc1ccc(OCCN2CCC(C(=O)NC(c3ccsc3)c3ccccc3C)CC2)cc1 (stereo not drawn)	-12	2
CCN=c1sc2ccccc2n1CC(O)COc1ccccc1 (stereo not drawn)	-7	-2
CSCC(C)N1CCC(Oc2cccc(C(=O)NCc3ccccn3)c2)CC1 (stereo not drawn)	-4	6

The listing continues:
SMILES	H9c2 TAG inh	H9c2 TAG inh DAPI viability
COc1ccc(C(CNC(=O)c2ccc(Cl)c(S(=O)(=O)N3CCCC3)c2)N2CCCC2)cc1 (stereo not drawn)	-4	9
C=CCC(=O)N1CCCC(CNC(=O)c2ccc(-c3ccccc3)cc2)C1 (stereo not drawn)	7	-4
O=C(NCCOc1ccccc1Cl)C(=O)Nc1ccccc1	-2	12
Fc1ccc(/C=N/NC(=S)Nc2cccnc2)cc1	-6	4
Cc1ccc(S(=O)(=O)C2(C(=O)N3CCN(c4cc(C)ccc4C)CC3)CC2)cc1	-6	1
COC(=O)c1ccc(CSCC(=O)Nc2cc(OC)cc(OC)c2)o1	10	-9
CN1CCN(S(=O)(=O)c2cccc(C(=O)NCCOc3ccccc3F)c2)CC1	12	-2
COC(=O)Cc1[nH]c(=O)[nH]c1C(=O)OC	6	-2
O=C(Nc1ccc(Cl)cc1)N1N=CCC1c1ccccc1 (stereo not drawn)	-6	5
COc1ccc(NC(=O)CCN2CCCC2)c(OC)c1	4	0
CC(=O)OCC(=O)C1(O)CCC2C3CC(F)C4=CC(=O)CCC4(C)C3C(O)CC21C (stereo not drawn)	23	25
C=CCOC(=O)N1CCC2CC1c1cc(-c3ccc(OC)cc3)ccc12 (stereo not drawn)	-34	8
CCC(NC(=O)C1CCCC1)c1ccc(C)cc1 (stereo not drawn)	-17	-8
CCOC(=O)c1c(NC(=O)c2ccc(Cl)s2)sc(C)c1C	17	16
Cc1ccc(S(=O)(=O)N(C)C)cc1NC(=O)CCc1c[nH]c2ccccc12	-16	1
O=C(O)c1cc2c(ccc3ccccc32)[nH]1	9	-1
CN(CCc1ccccc1)C(=O)c1ccc(NC(=O)Cc2cccc([N+](=O)[O-])c2)cc1	-15	-17
COc1ccc(C2C(C(C)=O)=C(C)N=c3s/c(=C\c4cc(C)n(C)c4C)c(=O)n32)c(OC)c1 (stereo not drawn)	-29	-15
N#Cc1c(SCC(=O)Nc2ccccc2)nsc1SCC(=O)Nc1ccccc1	-3	6
COc1cccc(-c2cnc(C(O)c3ccc(Cl)cc3)[nH]2)c1 (stereo not drawn)	-7	3
Cc1ccc2c(c1)CCCN2C(=O)CCc1nc2ccccc2c(=O)[nH]1	40	-21
Cc1[nH][nH]c(=O)c1N=Nc1ccc(Br)c(Cl)c1	-2	7
CC(C)C(=O)N=c1sc2cc(F)cc(F)c2n1C	-3	3
CC(C)c1ccccc1-n1c(SCC(=O)N2CCN(c3ccccc3)CC2)nnc1-c1cccnc1	-15	-2
O=C(OC1CCCCC1=O)c1cccc(S(=O)(=O)N2CCCCC2)c1 (stereo not drawn)	-5	-1

2 entries from above, reformatted:
structure: O=C(Nc1ccc(Cl)cc1)N1N=CCC1c1ccccc1 (stereo not drawn)
  H9c2 TAG inh = -6
  H9c2 TAG inh DAPI viability = 5

structure: COc1ccc(NC(=O)CCN2CCCC2)c(OC)c1
  H9c2 TAG inh = 4
  H9c2 TAG inh DAPI viability = 0

(more compounds)
SMILES	H9c2 TAG inh	H9c2 TAG inh DAPI viability
CCOC(=O)C1=C(C)NC(=O)NC1c1cccnc1 (stereo not drawn)	-2	-3
CCCC1CCC(C(=O)n2nc(N)c3cc4ccc(OC)cc4nc32)CC1 (stereo not drawn)	21	-3
O=C(CC(c1ccccc1O)N1CCCCC1)N1CCCCC1 (stereo not drawn)	-13	10
COC(=O)CSc1nc2cc3c(cc2cc1C#N)OCO3	5	3
CCOc1ccc2[nH]c(=O)c(CN(CCOC)C(=O)N3CCOCC3)cc2c1	0	-12
N#C/C(=N\Nc1ccc(F)cc1)C(=N)N1CCCCCC1	-3	-1
CC(C)CCN1C(=O)c2ccc(C(=O)OCC(=O)N(CC(C)C)C3CCS(=O)(=O)C3)cc2C1=O (stereo not drawn)	12	-2
O=C(c1cc(Cl)ccc1Cl)N1CCc2ccccc21	-10	5
C[C@@H]1CN([C@@H](C)CO)C(=O)c2c(c3ccccc3n2C)-c2ccccc2CO[C@H]1CN(C)C(=O)[C@H](C)c1ccccc1	23	-10
COc1cccc(C(=O)OCCCN(C)C)c1	11	-4
CC1CCCC(NC(=O)COC(=O)c2ccc3ccccc3n2)C1C (stereo not drawn)	-15	9
CC(C)NC(=O)N(C)C[C@H]1Oc2c(NC(=O)c3ccc(-c4nccs4)cc3)cccc2C(=O)N([C@@H](C)CO)C[C@H]1C	10	-3
CC(=O)c1ccc(OCCCC(=O)NC(C)c2ccc(S(N)(=O)=O)cc2)cc1 (stereo not drawn)	14	-7
CCOC(=O)C(CCCOc1ccc(C)cc1)C(=O)OCC	-32	3
O=C(NCCOc1cccc2cccnc12)c1cccs1	0	-7
C[C@@H]1CN([C@H](C)CO)C(=O)CCCn2nncc2CO[C@@H]1CN(C)S(=O)(=O)c1ccc(F)cc1	5	9
C/C(=N\NC(=O)c1ccc(F)cc1)c1ccc(NC(=O)Cc2ccccc2)cc1	18	3
CCCS(=O)(=O)NC(=O)C1(C)CCCN(C(=O)c2cccc(OC(F)(F)F)c2)C1 (stereo not drawn)	7	-2
CCC(c1nnc(SCC(=O)Nc2ccc(C(N)=O)cc2)n1Cc1ccccc1)N(C)C (stereo not drawn)	12	-1
COC(=O)c1cccc(Nc2ncnc3sccc23)c1	-15	3
Cc1cc(NC(=O)NC(=O)c2ccccc2F)no1	-5	2
Cc1ccc(C(=O)NC(C)c2ccc(C)c(C)c2)s1 (stereo not drawn)	-19	5
CC[C@@H]1C(c2ccccc2)=NN(c2ccccc2)[C@H]1C(=O)N1CCOC1=O	12	-3
O=C(c1cc(F)ccc1F)C1CCCN(C(=O)c2ccc(F)cc2Cl)C1 (stereo not drawn)	8	-7
COc1ccccc1NC(=O)CN1CCSc2ccccc21	0	5

Other results:
SMILES	H9c2 TAG inh	H9c2 TAG inh DAPI viability
O=C(O)CCCN1C(=O)C(=O)/C(=C(/O)c2ccccc2)C1/C=C/c1ccccc1 (stereo not drawn)	11	-1
CC(C)(CC(=O)O)CC(=O)NCc1c(Cl)cccc1Oc1ccccc1	15	-6
O=CN1CCN(C(=S)Nc2ccc(OC(F)F)cc2)CC1	9	-7
CC1CCCC(C)N1C(=O)COC(=O)c1cc(=O)[nH]c2ccccc12 (stereo not drawn)	-18	-3
CCN1CCN(Cc2nc3c(c(=O)n(C)c(=O)n3C)n2C(C)C(C)=O)CC1 (stereo not drawn)	-24	16
COc1cc(Cc2cc(OC)c(O)c(OC)c2)cc(OC)c1O	8	-4
COc1ccc(C2NC(=O)NC(C)=C2C(=O)Nc2cc(C)ccc2C)cc1OC (stereo not drawn)	-5	8
Cc1ccc(CNc2c(C=O)c(=O)[nH]c3ccccc23)cc1	6	-11
CN(C)S(=O)(=O)N1CCC(Oc2ccc(C(=O)NCC(C)(C)CO)cc2)CC1	-9	-8
CC(C)(C)c1cc(NC(=O)c2ccco2)n(-c2ccccc2)n1	-2	-2
Nc1cccc(Oc2ccc([N+](=O)[O-])cc2)c1	-8	8
CCOC(=O)[C@H]1[C@H]2COc3cc(OC)ccc3[C@@H]2N2C(=O)c3cc(F)ccc3NC(=O)[C@@]12C	-11	32
CC(C)OC(=O)N(C)C[C@@H]1OCc2cn(nn2)CCCC(=O)N([C@@H](C)CO)C[C@H]1C	-22	3
CC(C)(C)OC(=O)N[C@@H](COCc1ccccc1)C(=O)N[C@@H](CO)[C@H](O)[C@@H]1C[C@@H]1C(=O)N1CCCC1	-2	-17
O=C(COC(=O)c1cnccn1)NCCc1ccc(Cl)cc1	7	1
CC(C)c1ccc(OCc2ccc(C(=O)NN3CCN(C)CC3)o2)cc1	6	8
O=C(NCc1ccncc1)c1cc2ccccc2nc1Cl	14	-2
O=C(Cn1nnc(-c2ccccc2)n1)N1CCN(S(=O)(=O)c2ccc(Cl)cc2)CC1	4	4
CC(C)CN(C(=O)COC(=O)C1=COCCO1)c1c(N)n(Cc2ccccc2)c(=O)[nH]c1=O	-4	-3
Cc1cc(C)c(NC(=O)/C(=C/c2ccccc2)c2ccccc2)c(C)c1	5	-10
CC(c1nc2ccccc2c(=O)[nH]1)N1CCOCC1 (stereo not drawn)	3	-4
CC[C@@]12C(=O)N(c3cccc(F)c3)C(=O)N1[C@H](c1ccc(Br)cc1)[C@@H]1C(=O)N(C(C)(C)C)C(=O)[C@@H]12	-15	-2
Cn1c2c(c3ccccc31)CCN(CCCCN1CCN(c3ccccc3)CC1)C2=O	-56	18
CCOC(=O)N(C)c1c(CC)nc2c(OCc3ccc(Cl)cc3Cl)cccn12	-11	-2
COc1ccc(NC(=O)CCCNC(=O)c2ccc(Cl)cc2)cc1S(=O)(=O)N1CCOCC1	-1	-2

(more compounds)
SMILES	H9c2 TAG inh	H9c2 TAG inh DAPI viability
O=C(Cn1nc(Cc2cccnc2)c2ccccc2c1=O)Nc1ccccc1F	-15	4
c1ccc(COc2ccc(OCCCNC3CCCC3)cc2)cc1	36	2
NC(=O)C1CCN(Cc2ccc(OCc3ccccc3)cc2)CC1	4	-1
COc1ccc(CN(CCCN2CCOCC2)C(=O)Nc2cccc(Cl)c2)cc1OC	-10	6
O=C(Nc1ccc(NC(=O)C23CC4CC(CC(C4)C2)C3)cn1)c1ccco1	26	-3
N#Cc1cccc(C#N)c1Oc1ccc(S(=O)(=O)Nc2ccccc2)cc1	2	-3
Cc1cc(C)n(CCCNC(=O)CCNS(=O)(=O)c2ccccc2C(F)(F)F)n1	2	1
O=C(NC(=S)N1CCN(c2ccc(F)cc2)CC1)c1cccs1	3	-7
CCCn1c(OC)nc2c1c(=O)n(C)c(=O)n2C	3	-5
O=c1[nH]cnc2c1oc1ccccc12	5	-3
COc1ccc(Cl)cc1NC(=O)CN(C)C(=O)c1cc2c(F)cccc2s1	-3	-6
CN(c1ccccc1)S(=O)(=O)c1ccc(Cl)c(C(=O)NCc2ccco2)c1	-12	3
CN(CCOCCOc1ccc(Cl)cc1Br)Cc1ccccc1	-5	13
Cc1ccnc(NC(=O)c2ccccc2NC(=O)C(C)(C)C)c1	16	-6
COC(=O)c1ccc(NC(=O)CN2CCN(S(=O)(=O)c3cc(Cl)ccc3OC)CC2)cc1	-19	3

Molecules from the list above containing an NH in an aromatic ring:
SMILES	H9c2 TAG inh	H9c2 TAG inh DAPI viability
O=c1[nH]c2ccccc2n1CCCSc1cnc2ccccc2n1	-11	3
COCCn1c(NC(=S)NC(=O)C2CC2)cc(=O)[nH]c1=O	-7	1
COc1ccc(NC(=O)c2cc(-c3cc(Cl)ccc3C)n[nH]2)cc1OC	-23	1
COC(=O)Cc1[nH]c(=O)[nH]c1C(=O)OC	6	-2
Cc1ccc(S(=O)(=O)N(C)C)cc1NC(=O)CCc1c[nH]c2ccccc12	-16	1
O=C(O)c1cc2c(ccc3ccccc32)[nH]1	9	-1
COc1cccc(-c2cnc(C(O)c3ccc(Cl)cc3)[nH]2)c1 (stereo not drawn)	-7	3
Cc1ccc2c(c1)CCCN2C(=O)CCc1nc2ccccc2c(=O)[nH]1	40	-21
Cc1[nH][nH]c(=O)c1N=Nc1ccc(Br)c(Cl)c1	-2	7
CCOc1ccc2[nH]c(=O)c(CN(CCOC)C(=O)N3CCOCC3)cc2c1	0	-12
CC1CCCC(C)N1C(=O)COC(=O)c1cc(=O)[nH]c2ccccc12 (stereo not drawn)	-18	-3
Cc1ccc(CNc2c(C=O)c(=O)[nH]c3ccccc23)cc1	6	-11
CC(C)CN(C(=O)COC(=O)C1=COCCO1)c1c(N)n(Cc2ccccc2)c(=O)[nH]c1=O	-4	-3
CC(c1nc2ccccc2c(=O)[nH]1)N1CCOCC1 (stereo not drawn)	3	-4
O=c1[nH]cnc2c1oc1ccccc12	5	-3

These rows are one share of the data; count on the stated rates, not on these rows.
